From PubChem
CSN deneddyl inh – CSN deneddylation inhibition. Purified CSN, SCF-Nedd8-OG deneddylation, fluorescence polarization. inhibition, % at 12.5 µM. actives 0.38% (n = 360,000). AID 651999;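 active means pattern-corrected inhibition above about 35%, with an unprinted fluorescence ratio check between 0.5 and 1.5, limit read from the data, passing the limit was not always enough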;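 further: 0% = enzyme with substrate and 100% = substrate without enzyme; some results filed as inactive read as strong as hits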
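Material: purified human Csn5 enzyme expressed in HEK293T cells / Medium: Tris buffer pH 7.5, NaCl, DTT, Tween-20, trehalose, ovalbumin / Compound dosing: 12.5 µM single point / Schedule: 90 min incubation of compound, enzyme and substrate at room temperature / Signal: fluorescence polarization of the substrate / Control set: no-enzyme wells high, enzyme-with-substrate wells low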
MLLE-PAM2 inh – inhibitors of microRNA-mediated deadenylation, human PABP1 MLLE binding. P11940. GST-MLLE / FITC-PAM2 fluorescence polarization. inhibition, % at 20 µM. actives 0.36% (n = 360,000); in the data active means inhibition above about 35%, passing the limit was not always enough;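 further: plate controls were DMSO wells with GST-MLLE for no effect and wells lacking GST-MLLE protein for full effect; some results filed as inactive read as strong as hits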
SUMO1-SIM PPI – modulators of human SUMO1-mediated protein-protein interactions | P63165 | inhibition, % at 20 µM | AID 602429 | actives 0.33% (n = 360,000) | SUMO1 binding to a labelled peptide, TR-FRET, 1 h; in the data active means inhibition above about 37%
LMPTP inh – LMPTP (human) inhibition; actives 0.22% (n = 360,000); inhibition, % at 20 µM; recombinant LMPTP-A, OMFP fluorogenic substrate, fluorescence intensity;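 active means compounds that cut the enzyme signal by at least half of the control window in the single-dose screen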;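 further: plate controls were DMSO wells with enzyme plus substrate for no effect and substrate without enzyme for full effect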
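Assay system: LMPTP-A enzyme. Input: 0.625 nM LMPTP-A final. Probe or stimulus: 400 µM OMFP. Compound dosing: single 20 µM dose. Schedule: 50 min dark incubation at room temperature. Detection: fluorescence intensity of OMFP turnover product. Read-out: percent inhibition versus substrate-only and uninhibited controls. Benchmarks: no-enzyme low control, uninhibited high control.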
Rpn11 inh – blocks the human proteasome subunit Rpn11. O00487. human 26S proteasome, Ub4-pepOG fluorescence polarization; 20S core pre-blocked with epoxomicin. calls only at 20 µM. AID 588493. actives 0.59% (n = 360,000);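 active means inhibition at 20 µM, scaled to each plate's controls, above about 33%, limit read from the data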
TbMetRS inhib – Trypanosoma brucei MetRS inhibition; actives 0.4% (n = 360,000); purified T. brucei MetRS, ATP depletion, Kinase-Glo luminescence; AID 624268; inhibition, % at 11.9 µM;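 active means inhibition above a per-plate cutoff of the control wells' mean inhibition plus 3 SD, cut at about 5.5% in these data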;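 further: 0% = DMSO wells median and 100% = median of wells with control inhibitor compound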
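technique = Kinase-Glo luminescence, ATP depletion format | system = purified MetRS (methionyl-tRNA synthetase) enzyme from Trypanosoma brucei | timing = 15 min preincubation, 2 h reaction, all 25 °C | evaluation = percent inhibition versus plate control medians | dosing = single dose, 11.9 µM final nominal, 0.9% final DMSO | also added = substrates ATP, L-methionine and bulk Escherichia coli tRNA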
NadD block – NadD (S. aureus) enzyme inhibition; purified NadD enzyme, colorimetric absorbance read-out; inhibition, % at 20 µM; actives 0.78% (n = 360,000); AID 602399; in the data active means inhibition above about 26%; further: some compounds past the cut are filed as inactive
Scp-1 inhibitor – Scp-1 (human) phosphatase inhibition. Q9GZU7. Recombinant Scp1, phosphopeptide, malachite green phosphate absorbance. inhibition, % at 20 µM. actives 0.88% (n = 340,000). AID 493091;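 active means inhibition above about 50% at 20 µM, limit read from the data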;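 further: plate controls were DMSO wells with enzyme for no effect and wells lacking enzyme for full effect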
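Assay system: SCP-1 catalytic fragment, aa 76-261 | Buffer or medium: Tris acetate buffer pH 5.5 with MgCl2 and Tween-20 | Compound: One concentration, 20 µM, with 1.0% DMSO | Also added: Phospho 17-mer peptide substrate | Signal: Absorbance at 630 nm | Incubation: 45 min enzyme reaction at room temperature | Measure: % inhibition of SCP-1 phosphate liberation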
DNMT1 block – blocks human DNA methyltransferase DNMT1; P26358; inhibition (reported as % activation of signal), % at 10 µM; actives 0.83% (n = 360,000); AID 588458; DNMT1 molecular beacon, Hinp1I cleavage, fluorescence; in the data active means inhibition above about 50%
Target sequence (P26358 504-1616 limits assumed): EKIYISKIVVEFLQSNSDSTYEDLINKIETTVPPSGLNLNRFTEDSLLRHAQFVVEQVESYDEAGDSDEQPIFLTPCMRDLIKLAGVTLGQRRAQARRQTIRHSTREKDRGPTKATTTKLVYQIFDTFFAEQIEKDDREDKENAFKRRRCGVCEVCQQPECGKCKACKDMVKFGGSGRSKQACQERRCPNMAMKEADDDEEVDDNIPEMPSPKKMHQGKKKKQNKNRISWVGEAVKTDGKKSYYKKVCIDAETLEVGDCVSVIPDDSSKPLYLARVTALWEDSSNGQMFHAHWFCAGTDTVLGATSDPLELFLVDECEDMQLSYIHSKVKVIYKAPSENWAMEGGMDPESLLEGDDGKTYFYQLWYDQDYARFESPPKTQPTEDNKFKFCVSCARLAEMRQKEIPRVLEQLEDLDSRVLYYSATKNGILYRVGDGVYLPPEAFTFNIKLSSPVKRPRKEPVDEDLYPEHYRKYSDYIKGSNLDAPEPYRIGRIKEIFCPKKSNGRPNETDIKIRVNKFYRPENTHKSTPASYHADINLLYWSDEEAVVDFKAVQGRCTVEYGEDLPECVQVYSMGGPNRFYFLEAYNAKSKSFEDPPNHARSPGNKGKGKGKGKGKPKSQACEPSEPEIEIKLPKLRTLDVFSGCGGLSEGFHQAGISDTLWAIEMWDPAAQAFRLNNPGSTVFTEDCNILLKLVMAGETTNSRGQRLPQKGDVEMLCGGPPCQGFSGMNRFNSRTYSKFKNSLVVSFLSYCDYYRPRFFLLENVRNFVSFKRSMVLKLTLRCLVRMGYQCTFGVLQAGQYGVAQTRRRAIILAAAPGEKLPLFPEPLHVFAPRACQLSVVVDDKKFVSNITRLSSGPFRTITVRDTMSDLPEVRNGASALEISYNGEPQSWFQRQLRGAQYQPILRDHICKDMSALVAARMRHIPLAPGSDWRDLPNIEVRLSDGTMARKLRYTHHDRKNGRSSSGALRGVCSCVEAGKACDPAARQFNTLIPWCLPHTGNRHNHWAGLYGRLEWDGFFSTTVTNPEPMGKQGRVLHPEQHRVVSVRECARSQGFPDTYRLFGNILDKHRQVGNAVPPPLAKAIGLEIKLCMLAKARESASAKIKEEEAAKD
STEP inh – blocks human striatal-enriched tyrosine phosphatase. P54829. recombinant STEP, OMFP fluorogenic substrate, fluorescence. inhibition, % at 20 µM. actives 0.25% (n = 360,000);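 active means inhibition at 20 µM, scaled per plate between control wells, above about 37%, limit read from the data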;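 further: 0% = DMSO with enzyme and substrate and 100% = substrate only without enzyme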
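Material: STEP (striatal-enriched tyrosine phosphatase) enzyme, cell-free | Medium: 50 mM Bis-Tris pH 6.0 with 2.5 mM DTT and 0.005% Tween 20 | Read-out: Percent inhibition scaled to no-enzyme and uninhibited-enzyme controls, plate-pattern corrected | Signal: Fluorescence read at 480 nm ex / 540 nm em | Times: 20 min reaction, room temperature, in the dark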
The depositor's hits bear a star; i = inactive; . = no result given.

Fields: CSN deneddyl inh, MLLE-PAM2 inh, SUMO1-SIM PPI, LMPTP inh, Rpn11 inh, TbMetRS inhib, NadD block, Scp-1 inhibitor, DNMT1 block, STEP inh
(1) CC(=O)c1ccc(OCc2cc(C(=O)N3CCCCC3c3cccnc3)no2)cc1 (stereo not drawn)
  0, 0, 3, 1.1, i, 0.1, -3, -7, 3, -1
(2) COc1ccc(C(=O)NNC(=S)NC(=O)C(C)(C)C)cc1
  -2, -12, 7, -0.4, i, 0.6, -3, -9, -1, -3
(3) O=C(Nc1ccc(N2CCOCC2)c(F)c1)c1ccncc1
  -1, 11, -3, -0.1, i, -0.1, 7, 1, 0, 2
(4) CC1CN(C(=O)COC(=O)[C@@H]2CC(O)CN2S(=O)(=O)c2ccc3c(c2)OCCO3)CC(C)O1 (stereo partly drawn)
  -8, 16, 8, -1.4, i, -0.2, -3, -4, 9, 1
(5) O=C(NCc1ccc(Cl)nc1)c1csc([C@@H]2O[C@H](CO)[C@H](O)[C@H](O)[C@H]2O)n1
  -5, -4, -4, 4.6, i, -0.4, -2, ., 0, -3
(6) O=C(c1cc2ccccc2oc1=O)N1CCN(C(=O)C2CCCO2)CC1 (stereo not drawn)
  0, -12, -7, 0.5, i, 0.1, -4, 3, -3, -1
(7) COc1cccc2c(=O)n(CC(=O)NCCc3ccccc3)ccc12
  0, -7, 2, -1.3, i, -0.2, -2, -1, -1, -1
(8) COc1ccc(CCNC(=O)c2cc(-c3cc(C)ccc3O)n[nH]2)cc1OC
  -2, 0, 2, 1.1, i, 0.0, -3, -6, -4, 4
(9) O=C1c2ccccc2C(Nc2ccc(S(=O)(=O)N3CCOCC3)cc2)N1Cc1ccco1 (stereo not drawn)
  -3, -7, 3, -1.4, i, 0.4, -4, 7, 1, 0
(10) Cc1csc(NC(=O)Cc2c(F)cccc2Cl)n1
  6, 1, 5, 0.4, i, -0.4, 0, -2, 2, 0
(11) O=c1[nH]c2ccsc2c(=O)n1-c1ccc(F)cc1
  -4, -2, 0, -0.6, i, -0.9, -2, -10, 0, 0
(12) Cc1nn(C)c(Cl)c1CN1CCCC(CO)(Cc2ccccc2)C1 (stereo not drawn)
  -3, -3, 2, -0.5, i, -1.4, -2, 9, 13, -5
(13) COc1cc(C)ccc1OCC(=O)OCC(=O)c1cc(C)n(CC2CCCO2)c1C (stereo not drawn)
  -7, 5, 7, -0.2, i, -0.2, -3, -8, -3, -1
(14) COc1ccc(-c2cc(C)no2)cc1S(=O)(=O)N(C)Cc1ccco1
  0, -13, 2, 0.9, i, 0.4, -3, -9, 1, -2
(15) COc1ccc2c(c1)c1nnc(SCC(=O)Nc3ccccc3F)nc1n2C
  23, 4, -4, 3.0, i, -0.1, 0, -2, 0, 2
(16) CC(=O)Nc1ccc(-c2ccnc3c2CC(C(=O)NC(C)C)O3)cc1 (stereo not drawn)
  -2, 1, -3, -1.5, i, -0.1, -5, ., -2, 4
(17) COCCOc1ccc(C(F)(F)F)cc1N
  -3, 4, 6, -0.8, i, 0.5, -4, -8, 2, -1
(18) CC(C)c1nnc(NC(=O)CCC(=O)NCc2ccco2)s1
  0, -1, 1, -0.9, i, 0.8, -1, 7, 1, -4
(19) COc1cccc(C2(O)CCN(CC(=O)NCC3CC3)CC2)c1
  -3, -7, -1, -1.0, i, 0.4, -3, -3, 1, 6
(20) CN1CCN(NC(=O)c2cccc(F)c2)CC1
  -5, -8, 2, -2.8, i, -0.7, -5, -11, 2, -2
(21) Cn1c(=O)c2nc3ccccc3nc2n(C)c1=O
  9, 8, -30, -0.5, i, -0.4, -7, -5, 4, -2
(22) c1cnc(SCCOc2ccc3c(c2)CCC3)nc1
  -5, -5, -6, -0.1, i, -0.6, 1, -11, 3, -10
(23) CC(Sc1ncnc2ccccc12)C(=O)Nc1ccc2c(c1)OCCO2 (stereo not drawn)
  -3, 24, 0, -1.1, i, -1.0, 3, 2, 1, 1
(24) COc1cc(/C=N/NC(=O)c2sc(N)c(C#N)c2C)cc(Br)c1O
  1, -39, 12, -2.4, i, -0.1, -1, -9, -7, 3
(25) Cc1cc(C)cc(OCC(=O)O/N=C(\N)c2cccnc2)c1
  2, 1, -1, 0.0, i, 0.3, 0, -4, -2, 3
(26) COc1cccc2cc(C(=O)N3CCc4ccccc4C3)c(=O)oc12
  2, -3, -9, -2.0, i, 0.3, 5, -2, 0, 5
(27) COc1cc2nc(Nc3ccc(C)c(C)c3)nc(N)c2cc1OC
  -4, 1, 3, 3.5, i, 0.6, -7, -10, -5, 8
(28) COc1cc(S(=O)(=O)NCCc2ccc3c(c2)OCO3)ccc1-n1cnnn1
  -3, 3, 2, -2.6, i, -0.4, -2, 1, -2, -2
(29) O=C(Cc1ccc(Br)c2ccccc12)N/N=C/c1ccccn1
  -3, 1, -10, -2.0, i, -0.4, 4, -5, -4, -3
(30) Cc1cc(SCC(=O)OCC(=O)NCC2CCCO2)c(C)cc1Br (stereo not drawn)
  -4, -4, 2, -0.8, i, 0.3, -8, -17, -7, -3

Part of the list above, in markdown.
| item | mol | CSN deneddyl inh | MLLE-PAM2 inh | SUMO1-SIM PPI | LMPTP inh | Rpn11 inh | TbMetRS inhib | NadD block | Scp-1 inhibitor | DNMT1 block | STEP inh |
| --- | --- | --- | --- | --- | --- | --- | --- | --- | --- | --- | --- |
| 27 | COc1cc2nc(Nc3ccc(C)c(C)c3)nc(N)c2cc1OC | -4 | 1 | 3 | 3.5 | i | 0.6 | -7 | -10 | -5 | 8 |
| 18 | CC(C)c1nnc(NC(=O)CCC(=O)NCc2ccco2)s1 | 0 | -1 | 1 | -0.9 | i | 0.8 | -1 | 7 | 1 | -4 |

Along the list, from the results shown.
Compounds 17–23 in Scp-1 inhibitor: -8, 7, -3, -11, -5, -11, 2
Compounds 17–23 in CSN deneddyl inh: -3, 0, -3, -5, 9, -5, -3
Compounds 17–23 in TbMetRS inhib: 0.5, 0.8, 0.4, -0.7, -0.4, -0.6, -1.0

The list continues:
Fields: CSN deneddyl inh, MLLE-PAM2 inh, SUMO1-SIM PPI, LMPTP inh, Rpn11 inh, TbMetRS inhib, NadD block, Scp-1 inhibitor, DNMT1 block, STEP inh
(31) O=[N+]([O-])c1ccc(N/N=C2\CC3CC=CC23)c([N+](=O)[O-])c1 (stereo not drawn)
  0, 8, -37, -1.4, i, -0.9, -5, -4, 14, 6
(32) CCOC(=O)[C@H]1[C@H]2COc3ccc(Br)cc3[C@@H]2N2C(=O)N(c3ccccc3)C(=O)[C@@]12C
  -8, -18, 4, 4.3, i, -0.3, -8, -8, -12, -3
(33) CC(C)c1ccccc1NC(=S)NCc1nc2ccccc2[nH]1
  -2, -24, -1, -1.1, i, 1.1, -4, -8, -1, 22
(34) COc1ccc(OC)c(-n2c(SCC(=O)NCc3ccco3)nnc2-c2c[nH]c3ccccc23)c1
  -1, -40, 8, 0.0, i, 9.5*, 5, -9, -5, -3
(35) O=[N+]([O-])c1ccccc1CNC(Cc1ccccc1)c1ccccc1 (stereo not drawn)
  3, -2, -5, 1.1, i, -0.2, -3, -5, 0, -1
(36) CN(C)C(=O)C[C@@H]1CC[C@@H](NC(=O)C2CCC2)[C@@H](CO)O1
  2, ., 8, -1.7, ., -0.6, ., ., ., .
(37) O=C(CSc1nnc2c(n1)[nH]c1ccc(F)cc12)NCc1ccc(F)cc1
  11, 25, -2, 12, i, 17*, 10, 65*, 5, 60*
(38) CCn1c2ccccc2c2cc(/C=C(/C#N)C(N)=S)ccc21
  0, 26, -21, 3.8, i, 0.4, 12, -16, -40, 1
(39) CC1(C)CN(Cc2cccnc2)C(=O)[C@H]1CC(=O)Nc1ccc(Br)cc1
  -1, 0, 3, -1.1, i, 2.9, 3, ., 4, 2
(40) CN(Cc1ccc(F)cc1)S(=O)(=O)c1nnc(NC(=O)c2ccccc2)s1
  4, -24, 2, -1.4, i, -0.6, -2, -1, 2, 0
(41) O=C(CSc1ncnc2c1cnn2-c1ccc(Cl)cc1)NCc1ccc2c(c1)OCO2
  -1, 1, 8, 0.4, i, 0.0, 3, -7, 34, -11
(42) O=C(CCN1CCOCC1)c1ccc(Br)cc1
  -7, 21, -4, -0.5, i, -0.4, 0, -3, 2, 3
(43) O=C(Nc1ccccn1)c1cc(-c2ccc(Cl)s2)nc2ccccc12
  -2, 3, -13, 2.7, i, -0.4, -1, -10, 3, -2
(44) CSc1ccc(S(=O)(=O)Nc2c(C)n(C)n(-c3ccccc3)c2=O)cc1
  4, 4, 6, -1.2, i, 0.1, -2, -7, -4, -2
(45) CC(C)NC(=O)Nc1cccc2c1O[C@H](CN(C)C(=O)Nc1ccc(C(F)(F)F)cc1)[C@@H](C)CN([C@H](C)CO)C2=O
  3, 7, 4, -0.5, i, -1.1, 1, -17, 5, -1
(46) CN(C)c1cccc(CNC(=O)c2ccc3nc([C@@H]4O[C@H](CO)[C@H](O)[C@H](O)[C@H]4O)[nH]c3c2)c1
  -1, 0, 1, -1.2, i, 0.1, 0, ., 2, -1
(47) Cc1ccccc1-c1nnc(SCC#N)o1
  -4, 4, 2, -1.5, i, -0.1, -6, -7, 0, -3
(48) COC(=O)c1ccccc1NC(=O)c1cc2nc(C3CC3)cc(C(F)(F)F)n2n1
  -3, -3, 2, 1.2, i, -0.3, -4, 29, 10, 1
(49) C/C(=N\NC(N)=O)c1ccccc1Cl
  -3, 1, 3, -1.2, i, -0.5, 4, -1, -3, 1
(50) COc1ccc(Cl)cc1NC(=O)CN(C)CC(=O)NCc1cccs1
  -1, -5, -11, -7.5, i, -0.1, 4, 0, -2, 1
(51) CC(C)=NNc1nc2c(c(=O)[nH]c(=O)n2C)n1CCCc1ccccc1
  0, -7, 1, 1.2, i, -0.4, 2, -11, -7, -3
(52) CN1C(=O)c2cccc3c(Cl)ccc(c23)C1=O
  0, 7, -14, 0.2, i, 0.2, 1, -6, 20, -4
